Assay outcomes (PubChem)
Hsp90 inh = tumor Hsp90 inhibitors, primary screen, cell lysate, fluorescence polarization, NCI-N417 lysate; Heat shock protein HSP 90-alpha (Homo sapiens), P07900; Cy3B-geldanamycin FP displacement; inhibition, % at 30 µM; 64,000 compounds, 0.35% hits;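 active = inhibition above 50%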;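 also: 0% = tracer plus lysate wells and 100% = tracer alone without lysate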
TNAP act mid DEA = human TNAP enzyme activators, primary screen, biochemical, luminescent, intermediate phosphate acceptor level; Alkaline phosphatase, tissue-nonspecific isozyme (Homo sapiens), P05186; purified TNAP, CDP-star luminescence, 100 mM DEA, 30 min; stronger effect = higher value; scale: 0 levamisole-inhibited, 1 vehicle-only enzyme; activation factor at 20 µM; 64,000 tested, under 10 active;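 active = activation factor of at least 2 at 20 µM, relative to controls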
D1 mod = D1 CRE-luciferase signal change, two-sided – cell-based, HEK293 D1, dopamine EC30, D1 allosteric modulator project, primary screen | D(1A) dopamine receptor (Homo sapiens), P21728 | dopamine EC30 potentiation; actives deviate in either direction | B-score at 10 µM | 58,000 compounds, 5.9% hits | AID 641, 2007;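 active = luminescence count or its row- and column-corrected plate score outside the 99.7% band of the plate's sample wells, on either side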
Cdc25B inh = inhibitors of Cdc25B phosphatase catalytic domain, primary screen, biochemical, OMFP fluorescence; 65,000 compounds, 0.1% hits; AID 368, 2006; inhibition, %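 (compounds tested at 10 µM final in the well)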; recombinant Cdc25B, OMFP fluorescence Ex485/Em525; M-phase inducer phosphatase 2 (Homo sapiens), P30305; in the data active = inhibition above about 50%
Target sequence (P30305 whole entry, looked up, the tested form may be a part): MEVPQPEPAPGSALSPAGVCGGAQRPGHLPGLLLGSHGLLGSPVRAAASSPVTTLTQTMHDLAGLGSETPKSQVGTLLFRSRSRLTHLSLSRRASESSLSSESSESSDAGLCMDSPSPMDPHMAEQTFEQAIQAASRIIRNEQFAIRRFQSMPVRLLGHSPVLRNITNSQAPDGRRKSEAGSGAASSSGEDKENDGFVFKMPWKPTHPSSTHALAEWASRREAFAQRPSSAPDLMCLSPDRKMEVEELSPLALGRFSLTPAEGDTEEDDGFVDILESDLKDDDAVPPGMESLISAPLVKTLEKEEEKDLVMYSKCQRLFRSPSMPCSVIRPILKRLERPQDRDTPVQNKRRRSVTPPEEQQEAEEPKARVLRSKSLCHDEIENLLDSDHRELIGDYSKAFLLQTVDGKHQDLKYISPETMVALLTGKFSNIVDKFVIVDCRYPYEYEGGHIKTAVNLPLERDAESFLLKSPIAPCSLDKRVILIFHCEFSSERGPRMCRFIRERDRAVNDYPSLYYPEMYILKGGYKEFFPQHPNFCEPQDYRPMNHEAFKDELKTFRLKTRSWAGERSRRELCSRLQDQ
SF1 activator = activators of human SF-1, primary screen, cell-based, CHO-K1, Gal4-SF-1 LBD, luciferase luminescence | activation, % at 10 µM | 65,000 compounds, 1.9% hits | Steroidogenic factor 1 (Homo sapiens), Q13285 | CHO-K1 Gal4-SF-1 LBD luciferase reporter; % increase over DMSO SF-1-specific signal;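 active = activation above the mean activation of all tested compounds plus 3 SD, cut at about 50% in these data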
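System: CHO-K1 cells with Gal4–hSF-1 LBD chimera plus Gal4-driven luciferase; quantity: 4,000 CHO-K1 cells per well; compound: one dose, 10 µM compound, 1% DMSO; times: 20 h compound treatment, 37 °C; measured by: SteadyLite luciferase luminescence; read-out: percent activation versus DMSO; benchmarks: DMSO and mock-transfected background; replicates: one test per compound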
MKP-1 inh = MKP-1 phosphatase inhibitors, primary screen, biochemical, in vitro; recombinant MKP-1, OMFP hydrolysis fluorescence; 65,000 compounds, 0.15% hits; inhibition, %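 (compounds tested at a single concentration somewhere between 10 and 100 µM)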; AID 374, 2006;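 active = inhibition above about 50%, limit read from the data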;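 also: 0% = DMSO max control wells and 100% = wells with enzyme stopped by NaOH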
HER2 expr 66K = inhibitors of Her2 protein expression, primary screen, SKBR-3 cells, AlphaScreen, 66K library. HER2 level % of control, % at 10 µM. SKBR-3 HER2 protein level, 18-24 h; stronger effect = lower value. Receptor tyrosine-protein kinase erbB-2 (Homo sapiens), P04626. AID 645, 2007. 65,000 compounds, 0.69% hits;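 active = HER2 level under 5% of the carrier-only control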;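 also: 100% = DMSO carrier and 0% = 500 nM PU-H71 HSP90 inhibitor; lower value means stronger loss of Her2 protein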
RORa activator = activators of orphan receptor RORA, primary screen, cell-based, luminescence; 65,000 compounds, 1.5% hits; Nuclear receptor ROR-alpha (Homo sapiens), P35398; AID 560, 2006; CHO-K1 Gal4-RORA LBD luciferase reporter; percent increase over mock-subtracted basal signal; activation, % at 10 µM;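 active = activation above the mean of all tested compounds plus 3 SD, cut at about 49% in these data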;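 also: 0% = DMSO-treated RORA cells and 100% = added signal equal to DMSO minus mock-transfected cells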
FXIIa inh mix = human factor XIIa inhibitors, primary screen, biochemical, pooled compound mixtures, fluorogenic substrate | AID 684, 2007 | 62,000 compounds, 0.2% hits | purified FXIIa | inhibition, % at 5 µM | Coagulation factor XII (Homo sapiens), P00748; in the data active = inhibition above about 20%, passing the limit was not always enough;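 also: 0% = enzyme without compound and 100% = no enzyme blank; some results filed as inactive read as strong as hits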
* hit, by the source's call; & = joins results of further samples.

Assay codes – A = Hsp90 inh; B = TNAP act mid DEA; C = D1 mod; D = Cdc25B inh; E = SF1 activator; F = MKP-1 inh; G = HER2 expr 66K; H = RORa activator; I = FXIIa inh mix
1	COc1ccccc1OCC(O)COC(N)=O (configuration not stated)
  A: 0; B: 0.8; C: 0.75; D: -8; E: 10; F: -9; G: 87; H: 13; I: -15
2	CN(C)CCCN1c2ccccc2Sc2ccccc21
  A: 1&4; B: 0.9; C: -4.9; D: -2; E: -3; F: -18; G: 71; H: 6; I: 1
3	CC1=NN(c2ccccc2)C(=O)C1
  A: -3; B: 0.9; C: 0.37; D: 2; E: 3; F: -13; G: 100; H: -6; I: 1
4	COc1ccc(CN(CCN(C)C)c2ccccn2)cc1
  A: -2&3; B: 0.9; C: 5.2*; D: -11; E: -11; F: -22; G: 88; H: -12; I: 4
5	c1ccc2c(CC3=NCCN3)cccc2c1
  A: -3; B: 0.9; C: -0.12; D: -27; E: 8; F: -7; G: 96; H: 11; I: -6
6	C[C@]12CC[C@H]3[C@@H](CCC4=CC(=O)CC[C@@]43C)[C@@H]1CC[C@@H]2C(=O)CO
  A: -4; B: 0.9; C: 0.49; D: -8; E: -11; F: -13; G: 99; H: -6; I: 14

A draw from above in order of molecular weight, smallest number first.
Assay codes – A = Hsp90 inh; B = TNAP act mid DEA; C = D1 mod; D = Cdc25B inh; E = SF1 activator; F = MKP-1 inh; G = HER2 expr 66K; H = RORa activator; I = FXIIa inh mix
3	CC1=NN(c2ccccc2)C(=O)C1
  A: -3; B: 0.9; C: 0.37; D: 2; E: 3; F: -13; G: 100; H: -6; I: 1
5	c1ccc2c(CC3=NCCN3)cccc2c1
  A: -3; B: 0.9; C: -0.12; D: -27; E: 8; F: -7; G: 96; H: 11; I: -6
1	COc1ccccc1OCC(O)COC(N)=O (configuration not stated)
  A: 0; B: 0.8; C: 0.75; D: -8; E: 10; F: -9; G: 87; H: 13; I: -15
2	CN(C)CCCN1c2ccccc2Sc2ccccc21
  A: 1&4; B: 0.9; C: -4.9; D: -2; E: -3; F: -18; G: 71; H: 6; I: 1
4	COc1ccc(CN(CCN(C)C)c2ccccn2)cc1
  A: -2&3; B: 0.9; C: 5.2*; D: -11; E: -11; F: -22; G: 88; H: -12; I: 4
6	C[C@]12CC[C@H]3[C@@H](CCC4=CC(=O)CC[C@@]43C)[C@@H]1CC[C@@H]2C(=O)CO
  A: -4; B: 0.9; C: 0.49; D: -8; E: -11; F: -13; G: 99; H: -6; I: 14

The list is partial; rates above refer to the full screens.
